USP7 inh – inhibitors of human USP7 deubiquitinase | Q93009 | inhibition, % at 20 µM | actives 0.3% (n = 47,000) | purified USP7, Ub-rhodamine cleavage fluorescence
USP30 block – inhibitors of human USP30 deubiquitinase. Q70CQ3. purified USP30, Ub-rhodamine cleavage fluorescence. inhibition, % at 25 µM. actives 5.3% (n = 47,000)
USP17 inh – inhibitors of human USP17 deubiquitinase; A8MUK1; inhibition, % at 50 µM; purified USP17, Ub-rhodamine cleavage fluorescence, 3 h; actives 6.5% (n = 47,000)
Target sequence (A8MUK1 whole entry, looked up): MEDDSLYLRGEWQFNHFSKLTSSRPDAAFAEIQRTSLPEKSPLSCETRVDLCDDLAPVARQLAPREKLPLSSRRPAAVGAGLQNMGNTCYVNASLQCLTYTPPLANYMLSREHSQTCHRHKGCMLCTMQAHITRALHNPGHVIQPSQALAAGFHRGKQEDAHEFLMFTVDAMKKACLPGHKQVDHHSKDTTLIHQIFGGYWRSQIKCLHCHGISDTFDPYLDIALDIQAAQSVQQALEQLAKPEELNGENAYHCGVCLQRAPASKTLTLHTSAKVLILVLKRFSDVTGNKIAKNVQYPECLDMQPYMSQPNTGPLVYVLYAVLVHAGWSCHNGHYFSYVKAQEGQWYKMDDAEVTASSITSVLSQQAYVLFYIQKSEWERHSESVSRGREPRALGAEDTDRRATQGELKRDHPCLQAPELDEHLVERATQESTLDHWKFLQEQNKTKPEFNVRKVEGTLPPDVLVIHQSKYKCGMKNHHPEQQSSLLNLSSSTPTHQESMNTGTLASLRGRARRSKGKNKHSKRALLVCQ
USP10 block – inhibitors of human USP10 deubiquitinase | inhibition, % at 20 µM | purified USP10, Ub-rhodamine fluorescence, 60 min | Q14694 | actives 1.1% (n = 47,000)
USP28 block – inhibitors of human USP28 deubiquitinase. inhibition, % at 25 µM. purified USP28, Ub-rhodamine cleavage fluorescence, 30 min. actives 3% (n = 47,000). Q96RU2
USP8 inh – inhibitors of human USP8 deubiquitinase. actives 4.2% (n = 47,000). inhibition, % at 20 µM. AID 1645853. purified USP8, Ub-rhodamine cleavage fluorescence, 30 min. P40818
OTUD3 block – blocks human OTUD3 ubiquitin-rhodamine cleavage | Q5T2D3 | purified OTUD3, Ub-rhodamine fluorescence, 2 h | inhibition, % at 25 µM | actives 0.7% (n = 47,000)
Target sequence (Q5T2D3 whole entry, looked up): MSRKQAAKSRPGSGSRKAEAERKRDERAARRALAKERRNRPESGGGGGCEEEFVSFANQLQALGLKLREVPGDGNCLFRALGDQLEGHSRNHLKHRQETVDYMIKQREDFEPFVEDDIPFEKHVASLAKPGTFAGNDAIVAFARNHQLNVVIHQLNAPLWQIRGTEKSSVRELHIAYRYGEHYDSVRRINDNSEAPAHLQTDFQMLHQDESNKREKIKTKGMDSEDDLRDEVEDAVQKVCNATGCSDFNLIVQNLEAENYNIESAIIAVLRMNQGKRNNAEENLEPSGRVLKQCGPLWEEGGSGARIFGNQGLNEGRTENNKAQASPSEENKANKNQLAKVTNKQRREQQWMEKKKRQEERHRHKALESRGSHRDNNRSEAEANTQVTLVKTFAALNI
UCHL1 block – blocks human UCHL1 ubiquitin-rhodamine cleavage. P09936. purified UCHL1, Ub-rhodamine cleavage fluorescence. inhibition, % at 20 µM. actives 0.2% (n = 47,000)
* marks the source's active call; other numbers are inactive results; i = inactive; nt = not tested or not shown. Cut-off read from the data, not from the text of the source: active = inhibition above about 30%; inactive = the rest.

SMILES | USP7 inh | USP30 block | USP17 inh | USP10 block | USP28 block | USP8 inh | OTUD3 block | UCHL1 block
O=C(CSc1cn(CC(=O)N2CCOCC2)c2ccccc12)Nc1ccc(F)cc1F | 1 | 12 | 14 | -2 | 12 | 12 | 15 | 2
Cc1ccc(N(Cc2nc3nc(C)c(Cl)c(C)n3n2)C(=O)CC(C)C)cc1 | -1 | 13 | -6 | 2 | -1 | 2 | 3 | 0
COC(=O)C1CSC(c2ccc(Cl)cc2)N1C(=O)c1ccccc1 (centres undefined) | -2 | 2 | 1 | 1 | 8 | -1 | 0 | 1
Cc1nn(-c2nc3ccccc3[nH]2)c2c1C(c1cccs1)CC(=O)N2 (centres undefined) | 7 | -18 | 52* | 19 | 31* | 38* | 10 | 5
Cc1ccc(-c2cc(C(F)F)n3ncc(C(=O)NCc4ccc(Cl)cc4)c3n2)cc1 | 1 | -1 | -2 | 2 | -7 | 7 | -3 | -3
O=C(Nc1cccc(-c2ccc(N3CCOCC3)nn2)c1)c1cccc(C(F)(F)F)c1 | 5 | 0 | 9 | -1 | -20 | 0 | -1 | 0
COc1cc(CO)ccc1Oc1nc([N+](=O)[O-])nn1Cc1ccccc1F | -9 | 24 | -10 | 2 | 17 | -86 | 11 | 5
NC(N)=NCCCC(N)C(=O)CC(Cc1ccccc1)C(=O)O (centres undefined) | 0 | -5 | 9 | -12 | -21 | -24 | 3 | -3
COc1ccc2c(c1)C(c1c(O)n(C)c(=O)n(C)c1=O)c1c(n(C)c(=O)n(C)c1=O)O2 (centres undefined) | 3 | -59 | -55 | -2 | -16 | -259 | -10 | -2
N#Cc1c(N)nc2c(c1-c1ccco1)CN(Cc1ccccc1)CC2 | -78 | i | -171 | -10 | -252 | -13 | -185 | -60
Cc1nccc(N2CCC3(CC2)NC(=O)N(C)C3=O)n1 | 0 | 1 | -3 | 1 | -5 | -4 | -3 | -2
COc1cccc(CNc2ccc3[nH]c(=O)[nH]c3c2)c1OCc1ccccc1 | 0 | -38 | 0 | 0 | 5 | -61 | -11 | 6

Next section, overlapping the part above by two compounds.
SMILES | USP7 inh | USP30 block | USP17 inh | USP10 block | USP28 block | USP8 inh | OTUD3 block | UCHL1 block
Cc1nccc(N2CCC3(CC2)NC(=O)N(C)C3=O)n1 | 0 | 1 | -3 | 1 | -5 | -4 | -3 | -2
COc1cccc(CNc2ccc3[nH]c(=O)[nH]c3c2)c1OCc1ccccc1 | 0 | -38 | 0 | 0 | 5 | -61 | -11 | 6
COc1ccc(OC)c(-c2cc(C(=O)N3C[C@@H]4C[C@@]5(C)[C@H](CCC[C@@H]35)N4)[nH]n2)c1 | 1 | -30 | -24 | -6 | -7 | -44 | -15 | -1
Cc1cn[nH]c1C1COCCN1C(=O)c1noc2c1CCCC2 (centres undefined) | -1 | 3 | 5 | 2 | -7 | 4 | -3 | -3
NC(=O)c1cc2ccccc2nc1C1CCN(C(=O)c2ccncc2)CC1 | 3 | -1 | 0 | 0 | -16 | 4 | -29 | -2
Cc1ccc(NC(=O)c2ccccc2)c(=O)n1CC(=O)N1CCOCC1 | 3 | 18 | 10 | 1 | 9 | 14 | 6 | 3
c1ccc(CCNc2ncnc3c2sc2nc(N4CCOCC4)c4c(c23)CCC4)cc1 | 0 | 3 | 25 | 6 | 5 | 12 | 0 | 3
CCN(CC)C(=O)[C@@]1(c2ccccc2)C[C@H]1COc1ccc(C)cc1 | 5 | 29 | 30* | 5 | 25 | 20 | 22 | 5
CCOc1cc2[nH]c(=O)n(CC3CCC(C(=O)N4CCC5(CC4)OCCO5)CC3)c(=O)c2cc1OCC (centres undefined) | -5 | 11 | 5 | 0 | 0 | 4 | 7 | 0
Cc1nc(-c2noc(-c3ccncc3)n2)cn1CC(=O)NC1CCCCC1 | 0 | -12 | -2 | -2 | -7 | -7 | -1 | -5
COc1cccc(N2C(=O)CN(S(C)(=O)=O)CC2(C)C(=O)NC2CCCCC2)c1 (centres undefined) | -1 | -3 | -1 | 0 | -10 | -1 | 0 | -2
O=C(Nc1cnn(-c2ncncc2N2CCCC2)c1)c1ccc(F)cc1 | -4 | -20 | -26 | -3 | -7 | -35 | -6 | -2
CC(C)CNC(=O)C1Cn2ccnc2C2(CCN(C(=O)Nc3ccc(F)cc3)CC2)O1 (centres undefined) | -1 | -16 | -24 | -1 | -13 | -53 | -8 | -1
CCOC(=O)C1CCN(C(=O)c2ccc3c(=O)n(-c4ccccc4)c(=O)[nH]c3c2)CC1 | -4 | 10 | -1 | 0 | 0 | 0 | -2 | 0
C/C=C1/CN2CCc3c([nH]c4ccccc34)[C@@H]2C[C@@H]1[C@H](Cc1c[n+]2c(c3[nH]c4ccccc4c13)C[C@@H]1C(C(=O)OC)=CO[C@@H](C)[C@H]1C2)C(=O)OC | -146 | i | -190 | -14 | -203 | -338 | -157 | -159
CN(C)c1cc(N2CCCC(C)(C(=O)NCc3ccncc3)C2)ncn1 (centres undefined) | -4 | -28 | -14 | 0 | -11 | -56 | -9 | -6
CSc1cccc(NC(=O)CCc2ccc3nc[nH]c3c2)c1 | -2 | 0 | -17 | 4 | 0 | -5 | -2 | -1
Cc1ccc(N(C)S(=O)(=O)C2CCS(=O)(=O)C2)cc1 (centres undefined) | -1 | 31* | 14 | 2 | 18 | -11 | 13 | 0
Cc1cccc(C(=O)N2CC(C(=O)NC3CCCCC3)C3(CCOCC3)C2)c1 (centres undefined) | 2 | 23 | 12 | 0 | 20 | 13 | 17 | 1
O=C(C1CCCC1)N1CCCC(c2ccnc(Nc3ccc(F)cc3)n2)C1 (centres undefined) | -68 | -24 | -15 | 1 | -1 | -9 | -10 | 0
O=c1[nH]c(-c2ccncc2)nc2c1CCN(Cc1ccccc1Cl)C2 | -6 | -28 | -13 | -5 | -10 | -11 | -10 | -6
CCOC(=O)C1(Cc2cc(-c3ccccc3F)no2)CCN(Cc2ccccc2O)CC1 | 9 | 0 | 3 | 3 | 0 | 0 | 5 | 3
O=C1CC(C(=O)N2CCc3ccccc3C2)CN1CCc1ccc(F)cc1 (centres undefined) | -5 | 0 | 4 | -4 | 5 | 6 | 2 | -2
CNC1CCC2(CC1)CN(Cc1cccc3ncccc13)Cc1ccccc1O2 (centres undefined) | 1 | -5 | 0 | -1 | 18 | -14 | 6 | -3
CCCN1C(=O)c2cc(S(=O)(=O)NCC(C)C)ccc2Oc2cccnc21 | 0 | 8 | 5 | 2 | 6 | 1 | 4 | 2
Cn1cccc1C(=O)N1CCC2(CC1)COc1ccccc1S(=O)(=O)N(CC1CC1)C2 | 4 | 3 | 0 | -1 | 6 | 1 | 4 | 1
CC(=O)Nc1cccc(-c2cnc3sc(NCC4CCOCC4)nn23)c1 | 0 | -9 | -9 | 4 | -14 | -7 | -1 | 1
Cc1cccc2cc3c(nc12)N(C(=O)CCc1ccccc1)CC3 | 9 | 9 | 3 | 1 | 1 | 5 | 4 | 3
O=C(NCc1ccc(F)cc1)C1CCN(c2cc(N3CCOCC3)ncn2)CC1 | 2 | -23 | 0 | 0 | -2 | -3 | -1 | -1
O=C(c1nnn(-c2ccccc2)n1)N1CCC(Cc2ccccc2)CC1 | 8 | 31* | 10 | 7 | 39* | 1 | 13 | 3
Cn1c(=O)c(N2CCOCC2)nc2c(OCc3ccccc3)nc(N)nc21 | 29 | 5 | 5 | -2 | -5 | -4 | -3 | -1
Cc1ccc(NC(=O)CN2C(=O)CC(c3ccccc3)S(=O)(=O)c3ccccc32)c(C)c1 (centres undefined) | 4 | 7 | 1 | 0 | 4 | 0 | 5 | 2
Cc1sc2nc(CSCC(=O)Nc3ccc4[nH]ccc4c3)[nH]c(=O)c2c1C | -5 | -25 | 15 | -4 | -3 | -9 | -1 | -1
Cc1ccccc1NC(=O)C(C)n1c(C)nc2onc(C)c2c1=O (centres undefined) | 3 | 12 | 1 | 2 | -1 | -57 | 0 | -1
CCc1ccc(C(=O)NC2=NC(c3ccc(OC)cc3)CC(=O)N2)cc1 (centres undefined) | 0 | 1 | 29 | 1 | 0 | 8 | -7 | -3
CC(=O)NC(Cc1ccccc1F)C(=O)NC1CCN(C(=O)C2CCCCC2)CC1 (centres undefined) | 3 | 5 | 5 | -1 | 6 | 8 | 2 | 3
O=C(c1cccc(N2C(=O)CCS2(=O)=O)c1)N1CCN(c2ccccc2F)CC1 | -8 | -5 | -2 | 1 | -9 | -4 | 0 | 0
COc1ccc(S(=O)(=O)Nc2cc(-c3ccccc3)nn2C2CCS(=O)(=O)C2)cc1 (centres undefined) | -7 | -25 | -16 | 0 | -11 | -81 | -11 | -4

Part of the list above, tab-delimited:
canonical_smiles	USP7 inh	USP30 block	USP17 inh	USP10 block	USP28 block	USP8 inh	OTUD3 block	UCHL1 block
Cn1c(=O)c(N2CCOCC2)nc2c(OCc3ccccc3)nc(N)nc21	29	5	5	-2	-5	-4	-3	-1
Cc1ccc(NC(=O)CN2C(=O)CC(c3ccccc3)S(=O)(=O)c3ccccc32)c(C)c1 (centres undefined)	4	7	1	0	4	0	5	2
Cc1sc2nc(CSCC(=O)Nc3ccc4[nH]ccc4c3)[nH]c(=O)c2c1C	-5	-25	15	-4	-3	-9	-1	-1
Cc1ccccc1NC(=O)C(C)n1c(C)nc2onc(C)c2c1=O (centres undefined)	3	12	1	2	-1	-57	0	-1
CCc1ccc(C(=O)NC2=NC(c3ccc(OC)cc3)CC(=O)N2)cc1 (centres undefined)	0	1	29	1	0	8	-7	-3
CC(=O)NC(Cc1ccccc1F)C(=O)NC1CCN(C(=O)C2CCCCC2)CC1 (centres undefined)	3	5	5	-1	6	8	2	3
O=C(c1cccc(N2C(=O)CCS2(=O)=O)c1)N1CCN(c2ccccc2F)CC1	-8	-5	-2	1	-9	-4	0	0

(cont.)
SMILES | USP7 inh | USP30 block | USP17 inh | USP10 block | USP28 block | USP8 inh | OTUD3 block | UCHL1 block
CCn1cc(CN2CCC(C(=O)Nc3ccc(Oc4ccccc4F)cc3)CC2)c(C)n1 | -2 | 13 | 1 | -6 | 5 | 6 | 3 | -1
COc1cccc(NC(=O)N2CCCC2c2cccs2)c1 (centres undefined) | 0 | 0 | -6 | 2 | 0 | -6 | 0 | 0
COCCN1CCOCC2(C1)CN(C(=O)CC1CC1)CCO2 (centres undefined) | 3 | 16 | 0 | 1 | 7 | -25 | 14 | 1
O=C(c1ccccc1)N1CCCCCC1C1CCN(Cc2nc(C3CC3)no2)CC1 (centres undefined) | -8 | -17 | -23 | -2 | -12 | -94 | -6 | -2
CC(C)(C)C(=O)Nc1ccc(N2CCCC2)c(S(=O)(=O)Nc2cccc(C(F)(F)F)c2)c1 | 7 | 21 | 0 | 3 | 5 | -6 | 1 | 7
CN1CCN(S(=O)(=O)c2ccc(C(F)(F)F)cc2)C(c2ccccc2)C1 (centres undefined) | 1 | -40 | 0 | 0 | -6 | -7 | 18 | 5
CCN1C(=O)C(C)(C(=O)NCc2ccc(F)cc2)Oc2cccnc21 (centres undefined) | -2 | -13 | nt | -4 | -15 | -6 | -5 | 1
COc1ccc(S(=O)(=O)NCC(c2ccc3c(c2)CCN3C)N2CCCC2)cc1OC (centres undefined) | 3 | 2 | 8 | -1 | 8 | 13 | 11 | 2
CC(C)c1ccc(S(=O)(=O)Nc2ccc3c(c2)CCN3S(C)(=O)=O)cc1 | 0 | -27 | -1 | 1 | -10 | 1 | -12 | 2
Cc1ccccc1NC(=O)Cc1nnc(SCC(=O)Nc2cccc3ccccc23)n1C | -13 | -17 | 3 | -3 | -24 | -13 | -13 | -7
Cc1cc(-c2cncnc2C2CCN(C(=O)c3ccc(N(C)C)cc3)CC2)on1 | 0 | 0 | -4 | 3 | -2 | -20 | 0 | -2
O=C(Cn1cnc2c(cnn2-c2cccc(Cl)c2)c1=O)N1CCOCC1 | -1 | -31 | -17 | -7 | -14 | -27 | -4 | -3
COc1cccc(C(c2sc3ncnn3c2O)N2CCC3(CC2)OCCO3)c1 (centres undefined) | 0 | 0 | -13 | 1 | -23 | -1 | -1 | -1
c1ccc(CNc2nn3c(-c4cccnc4)cnc3s2)cc1 | 0 | 40* | 32* | 8 | 10 | -1 | 2 | 1
O=C(O)c1c2c(nc3ccccc13)/C(=C/c1ccccc1F)CN(Cc1ccccc1)C2 | -139 | -464 | -37 | -8 | -74 | -47 | -131 | -173
O=C(c1cc2ccccc2oc1=O)N(Cc1cccc2ccccc12)c1ccccn1 | 6 | -7 | -2 | 2 | 2 | -9 | 0 | 4
N#Cc1ccc(C(=O)N2CCN(Cc3noc4ccccc34)CC2)cc1 | 2 | 6 | -1 | -1 | 7 | 1 | 4 | 0
O=C(c1ccc(F)cc1)N1C[C@@H]2OCC(=O)N(Cc3ccccn3)[C@@H]2C1 | 3 | 0 | 12 | -1 | -2 | 1 | 1 | 0

Assay outcomes (PubChem)
